OX1R antag-1 – antagonists of human orexin 1 receptor (OX1R). OX1R-expressing cells, FRET antagonist read-out. Orexin/Hypocretin receptor type 1 (Homo sapiens), O43613. inhibition, % at 6.6 µM. AID 485270, 2010. 330,000 tested, 1.8% active; in the data active = inhibition mostly above about 38%, no sharp cut-off; inactive = mostly below about 40%;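 note: 0% = agonist challenge alone and 100% = reference antagonist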
Target sequence (O43613 whole entry, looked up): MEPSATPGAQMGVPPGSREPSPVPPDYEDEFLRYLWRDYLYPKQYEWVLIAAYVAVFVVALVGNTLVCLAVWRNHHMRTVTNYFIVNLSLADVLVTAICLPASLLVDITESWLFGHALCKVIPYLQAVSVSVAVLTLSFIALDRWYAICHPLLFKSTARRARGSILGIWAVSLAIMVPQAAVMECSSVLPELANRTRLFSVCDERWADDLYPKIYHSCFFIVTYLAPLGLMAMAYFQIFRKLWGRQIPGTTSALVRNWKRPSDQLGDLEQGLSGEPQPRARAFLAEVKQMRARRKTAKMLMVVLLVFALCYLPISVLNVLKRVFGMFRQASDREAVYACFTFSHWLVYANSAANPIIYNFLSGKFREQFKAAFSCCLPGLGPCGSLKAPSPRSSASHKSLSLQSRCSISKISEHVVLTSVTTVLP
OX1R antag-2 – OX1R (HCRTR1) antagonists, primary screen, fluorescence, CHO/OX1R cells, Fluo-8 calcium, orexin A | Orexin/Hypocretin receptor type 1 (Homo sapiens), O43613 | AID 434989, 2010 | 330,000 tested, 0.43% active | Fluo-8 calcium fluorescence | inhibition, % at 5 µM;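 active = inhibition above its plate's threshold, mean inhibition of all tested compounds on the plate plus 3 SD, cut at about 37% in these data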;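 note: 0% = orexin A challenge wells and 100% = SB-334867-A antagonist wells; not every result past the cut was called active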
STK33 inh – inhibitors of purified STK33 kinase, primary screen, biochemical, ADP-Glo luminescence, homogeneous, cell-free; MBP phosphorylation; inhibition, % at 10 µM; 320,000 tested, 0.073% active; AID 2661, 2010;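 active = inhibition at or above 25%, using the most active replicate where run in duplicate; inactive = inhibition below 25%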
Target sequence (Q9BYT3 whole entry, looked up): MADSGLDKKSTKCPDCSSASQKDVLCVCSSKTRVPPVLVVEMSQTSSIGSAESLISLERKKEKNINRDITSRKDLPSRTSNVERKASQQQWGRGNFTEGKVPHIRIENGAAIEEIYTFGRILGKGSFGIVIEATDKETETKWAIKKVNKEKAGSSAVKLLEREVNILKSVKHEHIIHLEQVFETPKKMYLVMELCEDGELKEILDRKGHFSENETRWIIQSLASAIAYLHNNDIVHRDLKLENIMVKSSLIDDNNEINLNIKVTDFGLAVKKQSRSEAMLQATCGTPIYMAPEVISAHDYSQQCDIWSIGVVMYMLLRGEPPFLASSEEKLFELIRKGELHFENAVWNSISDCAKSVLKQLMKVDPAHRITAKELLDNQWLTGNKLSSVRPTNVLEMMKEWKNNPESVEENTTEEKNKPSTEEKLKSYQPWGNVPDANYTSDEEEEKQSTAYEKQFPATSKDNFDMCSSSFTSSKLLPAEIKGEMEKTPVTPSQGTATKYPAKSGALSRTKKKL
* = called active by the depositor; . = no result given.

SMILES | OX1R antag-1 | OX1R antag-2 | STK33 inh
CCOc1ccc(S(=O)(=O)NCc2ccncc2)cc1 | 25 | -1 | -1.3
COc1cc(C(=O)O)c([N+](=O)[O-])c(OC)c1OC | 6 | -13 | -2.1
COc1cccc(NC(=O)CN(C)S(=O)(=O)/C=C/c2ccccc2)c1 | 2 | -5 | -0.2
CC(=O)c1cccc(NC(=O)c2csc(-n3nc(C)cc3C(F)(F)F)n2)c1 | 4 | -4 | -0.1
O=C1OCCN1C(=O)[C@H]1[C@H](c2ccc([N+](=O)[O-])cc2)C(c2ccccc2)=NN1c1ccccc1 | 2 | 4 | .
C/C=C/C(=O)OCC(=O)Nc1ccc(C)c(S(=O)(=O)N(C)C)c1 | 26 | 0 | 0.6
Nc1nc(NC(=O)CCCC(=O)O)nn1-c1ccccc1 | 12 | -19 | -0.6
N#Cc1cc(-c2ccccc2)nnc1Oc1ccccc1Cl | 7 | -13 | -1.2
COc1ccc2c(C(=O)c3ccc(C)cc3)n(CCC(N)=O)[n+]([O-])c2c1 | 37 | -7 | 0.0
COc1ccc(CCNC(=O)Cn2cnc3c(nnn3Cc3ccc(C)cc3)c2=O)cc1OC | 15 | -26 | -1.8
COc1cccc(N2C(=O)c3ccncc3C2=O)c1 | 14 | -6 | -0.6
O=C(COC(=O)c1ccc([N+](=O)[O-])o1)c1ccccc1 | 29 | -11 | 1.4
Cc1ccc(S(=O)(=O)N2CCC(C(=O)Nc3ncccc3O)CC2)cc1 | 5 | -2 | 0.8
CCOC(=O)C(Cc1ccccc1)(Cc1ccccc1)C(C)=O | 12 | -33 | 0.6
NC(=O)NC(=O)COC(=O)c1ccc(Cl)c(S(=O)(=O)N(Cc2ccccc2)c2ccc(Cl)cc2)c1 | 22 | -27 | -4.2
Cc1nn(CC(=O)Nc2ccc(S(N)(=O)=O)cc2)c(=O)c2ccccc12 | 3 | -9 | -1.1
COc1ccc(C(=O)Nc2cc3c4c(c2)CC(=O)N4CCC3)c(OC)c1 | 18 | -13 | 1.5
O=C(COC(=O)c1ccc(Br)cc1)Nc1ccccc1Br | 20 | -19 | -1.0
CC(C)=CCC/C(C)=C/CNC(=O)CC1C[C@H](C(=O)N2CCOCC2)[C@@]2(C)c3[nH]c4ccccc4c3CCN2C1=O (some centres not stated) | -1 | -41 | -0.5
CC(C)(C)/C(O)=C/c1nc2ccccc2[nH]c1=O | 24 | -14 | -2.2
CN(Cc1ccccc1)S(=O)(=O)c1ccc(Cl)c(C(=O)N2CCC2)c1 | 10 | -27 | 0.7
CCNC(=S)Nc1cc(C)ccn1 | 12 | 0 | -3.1
Nc1nc(SCC(=O)NCC2CCCO2)[nH]c(=O)c1NC(=O)c1ccco1 (configuration not stated) | -5 | -4 | -1.1
c1ccc(Oc2nc(N3CCOCC3)nc(N3CCOCC3)n2)cc1 | 5 | -21 | 0.1
COc1ccc(CNS(=O)(=O)c2ccc(OC)cc2)cc1 | 21 | -6 | 0.4
C[C@H](CO)N1C[C@H](C)[C@@H](CN(C)C(=O)NC2CCCCC2)Oc2ccc(NC(=O)NC3CCCCC3)cc2C1=O | 2 | -6 | 0.5
CCCc1[nH]nc2c1C(c1ccc(OCCN3CCOCC3)c(OC)c1)C(C#N)=C(N)O2 (configuration not stated) | 19 | 3 | -0.7
CCN(C[C@H]1N[C@@](Cc2ccccc2)(C(=O)OC)[C@H]2C(=O)N(Cc3ccccc3)C(=O)[C@@H]12)S(=O)(=O)c1ccc(OC)cc1 | 4 | 30 | 2.9
CC[C@]12c3[nH]c4ccc(OC)cc4c3CCN1C(=O)C(CC(=O)NCc1ccco1)C[C@@H]2C(=O)N1CCN(C(=O)c2ccco2)CC1 (some centres not stated) | 4 | -14 | .
O=C(COC(=O)Cn1nnc(-c2ccccc2)n1)Nc1cc(F)ccc1F | 10 | -3 | -0.2
COc1ccccc1CN(C)C(=O)c1ccccc1SCC(=O)N1CCCC1 | 8 | -1 | 0.5
c1ccc2c(-c3cncc4ccccc34)cncc2c1 | 5 | -16 | 1.6
CCOC(=O)N1CCN(CC(O)COc2ccc(C)c(C)c2)CC1 (configuration not stated) | -3 | -27 | -0.9
Cn1ccnc1SCC(=O)Nc1nc2ccccc2s1 | 20 | -5 | 1.5
O=C1NC(=O)c2cc(NC(=O)c3cccc4ccccc34)ccc21 | 11 | -11 | -0.1
CCCCn1c(=O)[nH]c(=O)c2c1nc(-c1ccsc1)n2Cc1ccccc1 | 26 | -16 | 1.5
COc1ccccc1C(=O)NCCC(=O)Nc1ncccc1C | 10 | 3 | -0.3
COc1ccc(-c2cc(CNS(=O)(=O)c3ccccc3)on2)cc1 | 23 | -13 | -1.5
COc1ccc(CCNC(=S)Nc2ccc(S(=O)(=O)Nc3ncccn3)cc2)cc1OC | 23 | -10 | 0.8
CCOCC(=O)Nc1nnc(COc2ccc(Cl)cc2)s1 | 13 | -9 | 0.7
CCOc1cc(C(=O)NCCCn2ccnc2)cc(OCC)c1OCC | 13 | -37 | -1.0
O=C(NCc1ccccc1)C1(C(F)(F)F)CC(CCCO)CCCO1 (configuration not stated) | 22 | -10 | -0.3
O=C(CSc1nnc(-c2ccncc2)n1Cc1ccccc1)NC1CCCCC1 | 14 | -20 | -0.3
O=C(NCc1ccccn1)c1cc(S(=O)(=O)N2CCCCCC2)ccc1Cl | 14 | -29 | 0.4
COc1cc2ccccc2cc1C(=O)Nc1ccncc1 | 18 | -15 | 9.4
Cc1ccc(CN2CCN(C(=O)CCc3ccccc3)CC2)cc1 | 2 | -36 | -1.3
COc1ccccc1N1C(=O)C2C(c3ccc(F)cc3)NN(C(=O)c3ccc(C)cc3)C2C1=O (configuration not stated) | 20 | -34 | 0.3
CC1CC(C)CN(C(=O)COC(=O)Cc2ccc(Br)cc2)C1 (configuration not stated) | -1 | -1 | -0.5
COc1ccccc1CC(=O)N1CCC(CCC(=O)NC2CC2)CC1 | 15 | -13 | 0.0
COc1ccc(CNc2nc(NCc3ccc(OC)cc3)c3[nH]cnc3n2)cc1 | 2 | -24 | 0.3
COc1ccc(NC(=O)c2c(Cl)nc3ccccn23)cc1 | 24 | -27 | -1.8
Cc1ccc(Sc2cc(NCCCO)c([N+](=O)[O-])c3nonc23)cc1 | 14 | 12 | -2.3
CCCC(=O)N1CCc2[nH]c3ccccc3c2C1 | 16 | -19 | -0.2
CC(/C=C1\SC(=S)N(NC(=O)c2ccc(C)cc2)C1=O)=C\c1ccccc1 | 32 | -13 | -0.7
Cc1cc(OC(=O)c2ccccc2Cl)cc(=O)n1C | 30 | -12 | -0.2
CCNC(=O)COC(=O)C1C(C(=O)OCC)=C(C)NC(C)=C1C(=O)OCC | 18 | 2 | -0.7
Cc1ccc2c(c1)c(C)cc(=O)n2CCC(=O)O | 8 | -7 | -0.9
CC(OC(=O)c1cccs1)C(=O)NC1CC1 (configuration not stated) | 2 | -4 | -1.2
O=C1CCC(C(=O)N2CCOCC2)CN1Cc1ccc(Cl)cc1 (configuration not stated) | 10 | -5 | -0.7
CC(C)(C)c1nnc(NC(=O)COc2ccc3c(c2)OCO3)s1 | 9 | -17 | 0.0

Ordered by number of heavy atoms (smallest number first): part of the list above.
SMILES | OX1R antag-1 | OX1R antag-2 | STK33 inh
CCCC(=O)N1CCc2[nH]c3ccccc3c2C1 | 16 | -19 | -0.2
CCNC(=O)COC(=O)C1C(C(=O)OCC)=C(C)NC(C)=C1C(=O)OCC | 18 | 2 | -0.7
COc1ccc(CNc2nc(NCc3ccc(OC)cc3)c3[nH]cnc3n2)cc1 | 2 | -24 | 0.3

Quoted at random: 3 records from the list.
SMILES | OX1R antag-1 | OX1R antag-2 | STK33 inh
COc1ccccc1CN(C)C(=O)c1ccccc1SCC(=O)N1CCCC1 | 8 | -1 | 0.5
COc1ccc(NC(=O)c2c(Cl)nc3ccccn23)cc1 | 24 | -27 | -1.8
COc1ccccc1CC(=O)N1CCC(CCC(=O)NC2CC2)CC1 | 15 | -13 | 0.0

Additional compounds.
SMILES | OX1R antag-1 | OX1R antag-2 | STK33 inh
O=C(Nc1ccc(Cl)cc1)c1cccc(N2C(=O)C3C4CCC(C4)C3C2=O)c1 (configuration not stated) | 17 | -26 | 0.4
CC1CN(S(=O)(=O)c2ccc(F)cc2)CN1C(=O)N1CCOCC1 (configuration not stated) | 9 | -21 | -2.1
O=Cc1ccc(OCc2nnc(-c3ccccc3Br)o2)cc1 | 3 | -16 | -1.2
CCCN(CCC)CCCNC(=O)C1c2cc(OC)c(OC)cc2C(=O)N(C)C1c1cccs1 (configuration not stated) | 9 | -13 | -1.1
O=C(N[C@@H](Cc1ccccc1)C(=O)O)c1ccncc1 | 13 | -5 | -0.6
c1ccc(CSc2nc3ncncc3[nH]2)cc1 | 8 | 0 | 0.2
Cc1ccc(O)c(C(=O)CC(=O)c2ccc(C(C)(C)C)cc2)c1 | 6 | -19 | 0.0
O=C(C1=C[C@H](c2csc3ccccc23)C[C@H](OCCCCO)O1)N1CCN(Cc2ccccc2)CC1 | 9 | -27 | 0.6
CCn1c(SCC(=O)Nc2nccs2)nnc1C1CC1 | 5 | 8 | -1.4
Cc1n[nH]c(C)c1CCNC(=O)C1CCC(=O)N(Cc2ccccc2F)C1 (configuration not stated) | 22 | -24 | 0.2
CCc1ccc(-c2c(C)sc(NC(C)=O)c2C(N)=O)cc1 | 10 | -9 | 0.8
C=CCn1c(-c2sc(-c3ccccc3)nc2C)n[nH]c1=S | 5 | -16 | -0.9
Cc1ccc(-c2nc(CS(=O)(=O)CC(=O)N3CCOCC3)c(C)o2)cc1 | -1 | -23 | -2.7
CCOC(=O)CC(NC(=O)c1cccc2c1C(=O)N(Cc1cccnc1)C2)c1ccc(OCC)c(OC)c1 (configuration not stated) | 18 | -30 | -0.3
O=C(NCCc1ccccc1)c1ccc2c(c1)OCCCO2 | 35 | -12 | 0.7
CCCCNC(=O)c1onc(CSc2ccc(C)c(C)c2)c1C(=O)O | 27 | -2 | -0.2
CC(C)(C)c1ccc2c(c1)OC(C(=O)N/N=C\c1ccc(-c3cccc(C(=O)O)c3)o1)CO2 (configuration not stated) | 31 | 2 | -0.1
Cc1c(C(=O)NCc2ccc3c(c2)OCO3)oc2ccccc12 | 45* | -3 | -0.5
O=C1CC(N2CCc3ccccc32)C(=O)N1c1ccc(F)cc1 (configuration not stated) | 8 | -23 | -1.9
Cc1cnc(C(=O)N2CCN(S(=O)(=O)c3ccc(F)c(F)c3F)CC2)cn1 | 7 | -6 | 1.9

Single entries from the results shown.
O=C(NCCc1ccccc1)c1ccc2c(c1)OCCCO2 – OX1R antag-2: -12
O=C(Nc1ccc(Cl)cc1)c1cccc(N2C(=O)C3C4CCC(C4)C3C2=O)c1 (configuration not stated) – OX1R antag-2: -26
O=C1CC(N2CCc3ccccc32)C(=O)N1c1ccc(F)cc1 (configuration not stated) – OX1R antag-1: 8
Cc1n[nH]c(C)c1CCNC(=O)C1CCC(=O)N(Cc2ccccc2F)C1 (configuration not stated) – STK33 inh: 0.2

Next entries
SMILES | OX1R antag-1 | OX1R antag-2 | STK33 inh
COc1ccc(C2C=C(c3ccc(C)c(C)c3)Nc3ncnn32)c(OC)c1OC (configuration not stated) | 16 | -19 | 1.6
COc1ccc(S(=O)(=O)N(CC(=O)N2CCN(c3ccccc3)CC2)c2ccccc2)cc1 | 23 | -12 | -0.4
COc1cc(C(=O)Nc2cc(Cl)ccc2C)c(-n2cnnn2)cc1OC | 3 | -8 | -0.2
Cc1sc(NC(=O)c2ccco2)c(CN2CCN(c3ccccn3)CC2)c1C | 12 | -24 | -2.0
Cc1ccn2cc(-c3ccc4c(c3)NC(=O)CO4)nc2c1 | 10 | -13 | 1.6
O=C(Nc1ccccc1)Nc1cc(S(=O)(=O)N2CCOCC2)ccc1N1CCCC1 | 23 | -12 | -1.1
O=C(NCc1ccccn1)c1ccc(NS(=O)(=O)c2cccc([N+](=O)[O-])c2)cc1 | 9 | -6 | -1.3
COc1ccc(-c2cc(-c3ccco3)[nH]c(=O)c2C#N)cc1 | 16 | -1 | -1.9
CC(=O)c1cccc(OCc2cc(C(=O)N3CC4C[C@@H]5CC3C[C@H](C4)C5)no2)c1 | 14 | -10 | 0.0
CN(C(=O)c1ccc(Cl)cc1)C1CCS(=O)(=O)C1 (configuration not stated) | 3 | 10 | -2.3
Cc1cccc(N2CCN(C(=O)c3ccccc3OCc3c(C)noc3C)CC2)c1C | 2 | -4 | -1.3
Cc1ccc(C(=O)NC(=S)NCc2ccco2)cc1 | 6 | -16 | 0.0
Cc1ccc(C2CC(=O)C=C(NCc3ccccc3)C2)cc1 (configuration not stated) | 3 | -8 | 0.7
COc1ccc(Nc2cc(C(=O)NCc3ccccn3)c3ccccc3n2)c(OC)c1 | 11 | -35 | -0.5
O=C(CN(Cc1ccccc1Cl)C(=O)c1ccc(CN2CCOCC2)o1)NCC1CCCO1 (configuration not stated) | 6 | -15 | -0.7
CC(Oc1cccc(Cl)c1)C(=O)Nc1ccccc1N1CCCCC1 (configuration not stated) | 16 | -49 | -0.3
Cc1cc(C)cc(-n2ncc3c2CCCC3NC(=O)CCN2CCCC2=O)c1 (configuration not stated) | 10 | -13 | 0.0
COc1cc(-c2nnn(CC(=O)N3CCOCC3)n2)cc(OC)c1OC | 14 | -11 | 1.4
CCCCOC(=O)CSc1nc2ccccc2o1 | 7 | -19 | -0.3
Cc1c[nH]c(=O)c([N+](=O)[O-])c1 | 41 | -15 | -0.8
CCOC(=O)C/C(C)=N/NC(=O)COc1ccccc1C | 16 | -20 | -1.2
OC(COc1cccc2ccccc12)CN1CCN(c2ccc(Cl)cc2)CC1 (configuration not stated) | 7 | -34 | -3.9
